Screens: PubChem, National Center for Advancing Translational Sciences (NCATS)
NPSR antag: blocks cAMP signaling of the human neuropeptide S receptor; CHO-NPSR cells, cAMP TR-FRET, antagonist mode; Potency, µM (titrated, usually from 38.3 µM), for the others: at the top dose activity change, negative = inhibition, usual class: inhibitors; 220,000 compounds, 1% hits; AID 1461; note: potency is the fitted concentration of half-maximal effect; % is set by controls: 0 for no effect and ±100 for the full control effect; nearly all actives have a fitted effect of over 50% in size; many of its hits are not listed in these tables
Target sequence (Q6W5P4 whole entry, looked up): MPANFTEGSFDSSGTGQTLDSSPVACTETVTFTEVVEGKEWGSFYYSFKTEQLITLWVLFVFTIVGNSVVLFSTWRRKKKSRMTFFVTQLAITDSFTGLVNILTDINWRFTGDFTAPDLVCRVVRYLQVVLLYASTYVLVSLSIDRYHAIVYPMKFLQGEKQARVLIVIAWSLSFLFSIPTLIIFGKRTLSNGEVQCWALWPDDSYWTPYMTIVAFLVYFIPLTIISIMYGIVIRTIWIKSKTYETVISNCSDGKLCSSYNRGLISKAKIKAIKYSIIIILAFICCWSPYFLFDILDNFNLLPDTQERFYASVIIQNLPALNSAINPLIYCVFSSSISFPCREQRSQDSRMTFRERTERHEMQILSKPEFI
CBFb RUNX1 block: CBF-beta/RUNX1 interaction disruption; AlphaScreen CBFb-His/RUNX1-biotin binding, biochemical; Potency, µM (titrated, usually from 59.8 µM), inactives show at the top dose activity, negative = inhibition, most hits filed as inhibitors; 230,000 tested, under 10 active; AID 1477; note: % of control where 0% means no effect
Target sequence (Q01196 whole entry, looked up): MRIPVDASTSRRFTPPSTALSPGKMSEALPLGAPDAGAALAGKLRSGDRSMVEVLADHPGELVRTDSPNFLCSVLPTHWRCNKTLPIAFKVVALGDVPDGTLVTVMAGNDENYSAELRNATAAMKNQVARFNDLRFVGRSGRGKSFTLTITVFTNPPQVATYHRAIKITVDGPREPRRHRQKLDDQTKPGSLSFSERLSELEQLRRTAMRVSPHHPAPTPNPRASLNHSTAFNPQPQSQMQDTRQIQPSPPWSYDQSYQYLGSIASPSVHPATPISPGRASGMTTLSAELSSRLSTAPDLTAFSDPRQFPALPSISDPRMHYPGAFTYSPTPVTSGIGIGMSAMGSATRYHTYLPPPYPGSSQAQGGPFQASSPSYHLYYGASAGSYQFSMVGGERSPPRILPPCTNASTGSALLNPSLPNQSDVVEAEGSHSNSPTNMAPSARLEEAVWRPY
Target sequence (Q13951 whole entry, looked up): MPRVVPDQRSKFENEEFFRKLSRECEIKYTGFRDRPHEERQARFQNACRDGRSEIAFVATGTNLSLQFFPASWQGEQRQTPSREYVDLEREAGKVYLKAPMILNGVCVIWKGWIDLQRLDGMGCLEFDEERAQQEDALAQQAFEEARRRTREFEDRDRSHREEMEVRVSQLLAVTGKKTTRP
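AlphaScreen proximity signal reports loss of binding between His-tagged CBF-beta and biotin-labelled RUNX1, each at 30 nM. Proteins are pre-associated for 20 minutes, compounds added for 15 minutes, then beads for 90 minutes, all at ambient temperature.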
HttQ103 aggreg: inhibitors of mutant huntingtin aggregate formation in PC12 cells; PC12 HttQ103-GFP aggregates, Acumen cytometry, 40 h; Potency, µM (titrated, usually from 46.1 µM), inactives show at the top dose activity change, negative = inhibition, usual class: inhibitors; 220,000 compounds, 1.1% hits; AID 1688; note: potency is the fitted concentration of half-maximal effect; % is set by controls: 0 for no effect and ±100 for the full control effect; nearly all actives have a fitted effect of over 60% in size
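Huntingtin Q103 exon 1–GFP aggregates in induced PC12 cells (100 nM tebufenozide) were quantified by cytometry from lysates, with compounds dosed in titration.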
Epigenetic reg: derepresses silenced GFP reporter in murine cells | Potency, µM (series often up to 53.9 µM), for the others: at the top dose GFP activation, actives largely listed as activators | murine LDR cells, GFP reporter derepression, 30 h | 280,000 compounds, 0.2% hits | AID 1865; note: potency is the fitted concentration of half-maximal effect; % of control where 0% means no effect; nearly all actives have a fitted effect of over 60% in size
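Reporter derepression read as number of fluorescent GFP-positive objects, 20-120 um in size, counted by laser-scanning cytometer. Mouse LDR line with an epigenetically silenced CMV-GFP locus; compound incubation 30 h, 37 C.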
IMPase Li cell: membrane-permeable IMPase blocker, potentiated with lithium. CHO-M1 cells, IP1 TR-FRET (IP-One), carbachol + lithium. 210,000 compounds, 0.35% hits. AID 1457. Potency, µM (highest dose often 59.4 µM), inactives show top-dose activity, negative = IMPase inhibition, usual class: inhibitors;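 note: IP1 builds up when IMPase is blocked and the TR-FRET signal falls; potency is the fitted concentration of half-maximal effect; plate controls were basal vehicle for no effect and high inhibitor control for full effect; nearly all actives have a fitted effect of over 50% in size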
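CHO-M1, 2000 cells/well, 16–30 h culture; cpd + low Li+, 30 min 37C; lysis with d2-IP1/Eu-anti-IP1 Ab, 10 min RT; TR-FRET 665/620 ratio and 620 channel; AC50 via Hill.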
LMNA splice mod: changes lamin A minigene splicing in HeLa cells. HeLa LMNA splicing GFP/RFP minigene ratio, 48 h. Potency, µM (highest dose often 46.1 µM), without a hit: at the top dose ratio change, negative = inhibition, actives largely listed as inhibitors. 200,000 compounds, 0.01% hits; active = well fitted inhibition curve with a large enough effect in the signal ratio, with a control signal flat, not every such curve was filed as active; inconclusive = small, poorly fitted or top-dose-only effect, or effect the other way, or a change in a side signal; the % refers to the signal ratio; note: potency is the fitted concentration of half-maximal effect; % is set by controls: 0 for no effect and ±100 for the full control effect
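S3 HeLa cells stably expressing lamin A-EGFP splicing minigene plus DsRed2, 600 cells/well, 48 h compound exposure at 37C. Laser-scanning cytometry; analysed as GFP (500-530 nm)/RFP (575-640 nm) total intensity ratio; 0.5% DMSO vehicle.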
KinaseGlo FLuc: blocks Kinase-Glo luciferase, a counter-screen artifact. Q27757. Kinase-Glo luciferase, ATP luminescence, 8 min. Potency, µM (titrated, usually from 38.3 µM), for the others: top-dose activity change, negative = inhibition, usual class: inhibitors. 200,000 compounds, 0.28% hits. AID 1379; note: potency is the fitted concentration of half-maximal effect; % is set by controls: 0 for no effect and ±100 for the full control effect; nearly all actives have a fitted effect of over 60% in size
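Compounds were added to a substrate mix at pH 7.2 (50 mM imidazole, 10 uM ATP, within the enzyme's linear range), followed by Kinase-Glo detection reagent; luminescence was measured after 8 minutes at ambient temperature.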
Starred values were filed as active, the others as inactive; ? = inconclusive; / = not tested or not shown; & = joins results of further samples; [ ] = dose if it differs, or a comment. Unless noted, calls come from the whole dose curve; as a rule, active = well fitted curve in the direction sought with a large enough effect; inconclusive = small, poorly fitted or top-dose-only effect, or another doubt; inactive = no such curve, though single readings can be large; an effect the other way counts as inactive or inconclusive. Some of the compounds tested; count on the stated rates, not on these rows.

cpd	structure	CBFb RUNX1 block	LMNA splice mod	KinaseGlo FLuc	IMPase Li cell	HttQ103 aggreg	Epigenetic reg	NPSR antag
1	CCN(CC(=O)NCc1ccc(F)cc1)C(=O)COc1ccc2ccccc2c1	-5%	-14%	-1%	-2%	11%	-1.0%	24%
2	COC(=O)c1cc(OC)nc(OC)c1	2%	/	/	/	16%[9.22 µM]	0.3%	-23%
3	COc1cccc(CN(C)CC(=O)Nc2ccccc2C(=O)Nc2ccccc2)c1	-2%	-10%[46 µM]	4%	-1%	0%	?	-39%
4	Cc1nn2c3ccccc3n(CC(=O)c3cccs3)c2nc1=O	1%	/	2%	4µM*	-1%[9.22 µM]	0.0%	21%
5	Cc1nn(C(C)C(=O)Nc2ccc(Cl)cn2)c(C)c1[N+](=O)[O-] (stereo not drawn)	-1%	4%	-6%	14%[38.3 µM]	-9%	-1.4%	-19%[46.1 µM]
6	Cc1cccc(C2=NN(c3ccccc3)[C@@H](C(=O)N3CCOC3=O)[C@@H]2C)c1	?	/	-4%[39.9 µM]	-1%	/	6.8%	/
7	S=C1c2ccccc2CN1c1ccccc1	-4%	?	-6%	-9%	-16%	-1.6%	8%
8	Cc1ccccc1-c1nc(Cc2ccccc2)no1	20%	-5%	-3%	2%[38.3 µM]	20%	-15%	-19%[46.1 µM]
9	C=CCC1C=C(C)CC(CC=C)N1 (stereo not drawn)	7%	/	0%	-13%	-5%	-0.2%	15%
10	Cn1c(C(=O)NCCN2CCOCC2)cc2c(=O)n(C)c3ccccc3c21	-10%	-9%	-1%	2%[38.3 µM]	2%	1.0%	1%[46.1 µM]
11	CCCCCCCCn1c(=O)c(C(=O)OCC)c(O)c2ccccc21	7%	?	-6%	27%[38.3 µM]	?	-3.6%	0%[46.1 µM]
12	Cc1cccc(NC(=O)CSc2nnc(NC(=O)c3ccco3)s2)c1	20%	11%[46 µM]	-2%	-3%	-4%	6.0%	-6%
13	COc1ccc(OC)c(NC(=O)Cn2c(CCC(=O)O)ccc2-c2ccccc2)c1	-11%	-1%	0%	3%	?	-1.9%&1.1%	-15%
14	O=C(NCC1([N+](=O)[O-])CN(C(=O)c2ccccc2)CN(C(=O)c2ccccc2)C1)c1ccccc1	6%	?	-2%	4%	10%[9.22 µM]	-1.0%	23%
15	CN(NC(=O)c1ccc(Cl)cc1Cl)C1=NS(=O)(=O)c2ccccc21	-3%	-10%[46 µM]	-1%	7%	18%	-2.8%	-2%
16	CCOC(=O)C1(C)Oc2cccnc2NC1=O (stereo not drawn)	1%	/	1%	17%	-9%	-6.1%	-21%
17	CCC/C(=N/NC(=O)c1ccccc1Cl)c1ccccc1	5%	20%[46 µM]	0%	-1%	0%	1.1%	11%
18	CC1=NN(c2ccccc2)C(=O)/C1=C\c1cc(C)n(-c2cccnc2)c1C	-2%	/	/	/	-9%[9.22 µM]	6.2%	9%
19	CCOC(=O)CC1C(=O)NCCN1C(=O)c1cc2c(=O)n3cccc(C)c3nc2s1 (stereo not drawn)	1%	-9%	-1%	-19%[38.3 µM]	2%	-2.4%	23%[46.1 µM]
20	CC(=O)c1c(C)[nH]c(C(=O)OCC(=O)N2CCc3ccccc32)c1C	-1%	8%	/	/	-32%	2.1%	0%[46.1 µM]
21	Cc1nn(C)c(Cl)c1CN1CCCC(CO)(Cc2ccccc2)C1 (stereo not drawn)	15%	/	3%	8%	-11%	0.0%	-3%
22	Cc1ccsc1/C=N/NC(=O)c1ccco1	7%	-3%	-8%	-1%	14%	1.0%	-10%
23	CCOC(=O)Nc1ccc(S(=O)(=O)N(C)C(C)C)cc1	15%	8%	2%	-1%[38.3 µM]	-2%	-4.5%	-5%[46.1 µM]
24	COc1cccc(C2CC(c3ccc(NS(C)(=O)=O)cc3)=NN2C(=O)c2ccccc2)c1OC (stereo not drawn)	-13%	9%[9.22 µM]	2%	-2%	6%	-2.4%	-43%
25	CCOC(=O)N1CCC(NC(=O)c2ccc(CNS(=O)(=O)c3ccc(F)cc3)cc2)CC1	2%	11%	3%	25%[38.3 µM]	-2%	-0.6%	-10%[46.1 µM]
26	C/C(=N\NC(=O)c1c(Cl)cnn1C)c1cccc(NC(=O)C(C)C)c1	9%	-7%	3%	2%	-7%	-2.2%	2%
27	COCc1nc(-c2cc(Br)ccc2OC)no1	-1%	5%	11%	-3%[38.3 µM]	8%	-0.7%	-7%[46.1 µM]
28	CCC1CCC2(CC1)NNC(=S)NN2	-3%	7%	19%	8%[38.3 µM]	-3%	0.2%	9%[46.1 µM]
29	CCCCCCCC1=Cc2ccc(F)cc2C(C(C(C)=O)C(=O)OC)N1C(=O)OC (stereo not drawn)	-7%	6%[9.22 µM]	-1%	10%&16%	/	-1.1%	/
30	COc1ccc(NC(=O)CC#N)cc1OC	0%	12%	-3%	-8%[38.3 µM]	4%	0.0%	-4%[46.1 µM]

Not a retest: entries from further up.
cpd	structure	CBFb RUNX1 block	LMNA splice mod	KinaseGlo FLuc	IMPase Li cell	HttQ103 aggreg	Epigenetic reg	NPSR antag
24	COc1cccc(C2CC(c3ccc(NS(C)(=O)=O)cc3)=NN2C(=O)c2ccccc2)c1OC (stereo not drawn)	-13%	9%[9.22 µM]	2%	-2%	6%	-2.4%	-43%
25	CCOC(=O)N1CCC(NC(=O)c2ccc(CNS(=O)(=O)c3ccc(F)cc3)cc2)CC1	2%	11%	3%	25%[38.3 µM]	-2%	-0.6%	-10%[46.1 µM]
26	C/C(=N\NC(=O)c1c(Cl)cnn1C)c1cccc(NC(=O)C(C)C)c1	9%	-7%	3%	2%	-7%	-2.2%	2%
27	COCc1nc(-c2cc(Br)ccc2OC)no1	-1%	5%	11%	-3%[38.3 µM]	8%	-0.7%	-7%[46.1 µM]
28	CCC1CCC2(CC1)NNC(=S)NN2	-3%	7%	19%	8%[38.3 µM]	-3%	0.2%	9%[46.1 µM]

(cont.)
cpd	structure	CBFb RUNX1 block	LMNA splice mod	KinaseGlo FLuc	IMPase Li cell	HttQ103 aggreg	Epigenetic reg	NPSR antag
31	CCOC(=O)c1cnn(-c2ccccc2)c1NC(=O)c1ccccc1C	1%	?	-3%	-11%[38.3 µM]	24%	-1.5%	-22%[46.1 µM]
32	O=C(Nn1cnnc1)c1cc(-c2cccc(Br)c2)nc2ccccc12	24%	/	/	/	-29%[9.22 µM]	-0.7%	-8%
33	C/C(=N\NC(=O)c1ccc(Cl)cc1)c1cccc(NC(=O)c2cccnc2)c1	-13%	6%	-3%	-6%	?	-9.5%	-3%
34	CS(=O)(=O)c1nc(-c2cccs2)cc(C(F)(F)F)n1	2%	?	0%	10%[38.3 µM]	7.1µM*	0.0%	3.2µM*
35	Cc1cc(C)n(-c2nc(NCC3CCCO3)c3c4c(sc3n2)COC(C)(C)C4)n1 (stereo not drawn)	-9%	-15%	-2%	24%[38.3 µM]	-2%	-0.7%	-13%[46.1 µM]
36	CCOC(=O)c1c(C)c(C(=O)N2CCN(c3cccc(Cl)c3)CC2)c(C)n1C	-9%	?	-6%	21%[38.3 µM]	9%	-0.8%	-21%[46.1 µM]
37	Cn1cccc1Cc1nnc(SCC(=O)Nc2ccc3c(c2)OCO3)n1CCc1ccccc1	-30%	9%	4%	11%	22%	0.0%	-18%
38	N#Cc1c(N)sc(=S)c2c1CCCCC2	-26%	7%	3%	10%	-21%	-2.2%	-10%[46.1 µM]
39	C(=N\Nc1ccccn1)/c1ccc2c(c1)OCCO2	-7%	-6%[46 µM]	-14%	-3%	-8%	1.3%	2%
40	Cc1ccc(NC(=O)c2cc(N3C(=O)C=CC3=O)ccc2Cl)cc1C	-11%	-26%	0%	9%	16%	1.3%	?
41	CCOc1cc(CNCC(C)C)cc(Cl)c1OCc1ccccc1	-2%	/	-1%	17%	?	-4.6%	-55%
42	O=C(Cc1cccs1)N1CCCC(c2nc3c(nnn3Cc3ccc(F)cc3)c(=O)[nH]2)C1 (stereo not drawn)	3%	25%	0%	0%[38.3 µM]	20%	-4.1%	-28%[46.1 µM]
43	COc1ccc2[nH]c(=O)c(CN(CC3CCCO3)C(=S)Nc3ccccc3)cc2c1 (stereo not drawn)	1%	19%[46 µM]	-1%	1%	13%[9.22 µM]	-1.1%	1%
44	Nc1[nH]ncc1-c1ccc(F)cc1	5%	/	-1%	3%	-19%	1.1%	16%
45	Nc1n[nH]c2cccc(Cl)c12	-2%	/	/	/	-10%[9.22 µM]	1.3%	2%

Ordered by value in LMNA splice mod (lowest first): some entries from above.
entry	smiles	LMNA splice mod
13	COc1ccc(OC)c(NC(=O)Cn2c(CCC(=O)O)ccc2-c2ccccc2)c1	-1%
38	N#Cc1c(N)sc(=S)c2c1CCCCC2	7%
20	CC(=O)c1c(C)[nH]c(C(=O)OCC(=O)N2CCc3ccccc32)c1C	8%

Carrying on:
cpd	structure	CBFb RUNX1 block	LMNA splice mod	KinaseGlo FLuc	IMPase Li cell	HttQ103 aggreg	Epigenetic reg	NPSR antag
46	CCCn1nc2cc(C(=O)NCc3ccc(OC)cc3)ccc2c1OCC	0%	15%	0%	-14%[38.3 µM]	17%	0.0%	-8%[46.1 µM]
47	COC(=O)c1c(NC(=O)Cc2cccs2)sc(C(=O)N2CCCCC2)c1C	1%	-2%	0%	-7%	?	0.0%	-19%[46.1 µM]
48	CCOc1ccc(NC(=O)C2CCCN(S(=O)(=O)c3cccc4nsnc34)C2)cc1 (stereo not drawn)	-5%	-3%	0%	14%[38.3 µM]	-13%	1.4%	0%[46.1 µM]
49	CN(Cc1cn(Cc2ccccc2)nc1-c1ccc2c(c1)OCO2)Cc1nccn1C	0%	/	3%	15%	-8%	0.3%	33%
50	CCCCNC(=O)c1ccccc1NC(=O)c1ccccc1N(C)S(C)(=O)=O	11%	5%	0%	24%[38.3 µM]	-16%	0.0%	-16%[46.1 µM]
51	Cc1ccc(CC(NC(=O)c2ccccc2)C(=O)NC(C)C(=O)O)cc1 (stereo not drawn)	-2%	11%	-3%	1%[38.3 µM]	-7%	0.8%	-3%[46.1 µM]
52	CCSc1nnc(NC(=O)c2cc(C)oc2C)s1	6%	-12%	-5%	27%[38.3 µM]	3%	-1.1%	-9%[46.1 µM]
53	CCOC(=O)CC12CN3CN(C1)CC(CC(=O)OCC)(C3)C2=O	6%	-6%	0%	-5%	-9%	0.0%	-1%[46.1 µM]
54	O=C(OCC(=O)N1CCN(c2ccccc2)CC1)c1ccc2ncsc2c1	-20%	1%	-5%	-3%[38.3 µM]	2%	-0.3%	-13%[46.1 µM]
55	CCN(CC)c1ccc(/C=N/Nc2nc3ccccc3[nH]2)c(O)c1	?	?	14%	50%[activator][38.3 µM]	?	?	?
